SUMO Mot1 rescue – yeast Mot1-301 growth rescue at high temperature, primary screen, SUMOylation pathway inhibitor project, S. cerevisiae, ATP luminescence, 38.5C; S. cerevisiae Mot1-301 growth rescue; percent above DMSO median, 100 means doubled; growth rescue, % at 18.8 µM; 320,000 compounds, 1% hits;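 active = every valid replicate shows activation above 250% relative to neutral control wells; inactive = the rest, any valid replicate at or below 250%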;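 note: OY570 slx delta 5 strain wells were the positive control but not used for scaling; some compounds called inactive have numbers as strong as hits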
phage Ecoli inh – growth loss of phage-infected E. coli, primary screen, RecBCD inhibitor project, absorbance, with phage, HTS. inhibition, % at 11.9 µM. 360,000 compounds, 0.26% hits; in the data active = inhibition above about 11%
Tat transport – E. coli Tat export inhibitors, primary screen, MC4100, TorA-mCherry reporter, fluorescence, single point | inhibition, % at 10 µM | 340,000 compounds, 0.036% hits | AID 488895, 2010;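 active = mean replicate inhibition at least 50% and at least half of replicates individually reaching 50%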;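 note: exported cargo escapes ClpAP degradation while cytoplasmic cargo is degraded and loses fluorescence; 0% = median of neutral control wells and 100% = median of NaSCN control wells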
AddAB inh – growth inhibition of E. coli expressing H. pylori AddAB, primary screen, AddAB inhibitor project, absorbance | 330,000 compounds, 0.29% hits | AID 435030, 2010 | inhibition, % at 11.9 µM; in the data active = inhibition above about 12%;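 note: 0% = vehicle wells of infected cells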
HTR5A inv ag – HTR5A inverse agonists in luminescence cell assay, primary screen, counter-screen for OPRM1-OPRD1 heterodimer inverse agonist project, full-deck HTS. inhibition, % at 9.3 µM. 340,000 compounds, 0.083% hits. HTR5A cell line, inverse agonism; in the data active = inhibition mostly above about 23%, no sharp cut-off; inactive = mostly below about 18%;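 note: 0% = cells with DMSO and 100% = no-cell wells with DMSO; some compounds called inactive have numbers as strong as hits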
Target sequence (P47898 whole entry, looked up): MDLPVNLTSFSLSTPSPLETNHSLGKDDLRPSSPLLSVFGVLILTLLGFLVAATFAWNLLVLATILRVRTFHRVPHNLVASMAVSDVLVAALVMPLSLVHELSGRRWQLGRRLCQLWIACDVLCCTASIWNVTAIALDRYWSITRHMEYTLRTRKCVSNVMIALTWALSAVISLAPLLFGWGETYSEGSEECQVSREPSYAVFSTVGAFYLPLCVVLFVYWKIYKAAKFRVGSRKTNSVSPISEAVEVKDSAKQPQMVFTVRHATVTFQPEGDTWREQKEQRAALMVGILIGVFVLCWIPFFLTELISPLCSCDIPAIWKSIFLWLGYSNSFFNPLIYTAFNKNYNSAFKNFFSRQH
PKA-R2B activ – activators of PKA-R2B holoenzyme, primary screen, biochemical, fluorescence polarization, Cy5-IP20, human; cAMP-dependent protein kinase catalytic subunit beta (Homo sapiens) + cAMP-dependent …; PKA-R2B holoenzyme dissociation; R2B truncated from residue 108, S112A mutant; 0% DMSO only, 100% 113 µM cGMP; activation, % at 11.4 µM; 340,000 compounds, 0.079% hits;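 active = activation above a cutoff set at the mean over all compounds plus 3 SD, cut at about 18% in these data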;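 note: higher means more holoenzyme dissociation and a rise in polarization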
Target sequence (P31323 whole entry, looked up, other chains not shown, the tested form may be a part): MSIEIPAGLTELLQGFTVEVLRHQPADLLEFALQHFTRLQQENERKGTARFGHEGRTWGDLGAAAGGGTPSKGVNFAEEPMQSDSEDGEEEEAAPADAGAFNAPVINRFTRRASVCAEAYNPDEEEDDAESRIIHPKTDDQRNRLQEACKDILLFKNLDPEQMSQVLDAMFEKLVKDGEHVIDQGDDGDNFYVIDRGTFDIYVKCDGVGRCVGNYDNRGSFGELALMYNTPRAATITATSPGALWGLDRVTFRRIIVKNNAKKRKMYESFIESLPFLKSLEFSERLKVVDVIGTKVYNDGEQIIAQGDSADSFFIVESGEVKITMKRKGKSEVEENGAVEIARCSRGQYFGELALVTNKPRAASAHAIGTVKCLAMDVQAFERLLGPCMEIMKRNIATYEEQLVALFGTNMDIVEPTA
PfHsp90 yeast 2 – growth inhibition of PfHsp90-expressing yeast, primary screen, antimalarial PfHsp90 inhibitor project, S. cerevisiae, BacTiter-Glo luminescence, single point, set 2. inhibition, % at 9.4 µM. AID 504621, 2011. BacTiter-Glo ATP, 48 h; yeast lacking PDR1 and PDR3 efflux regulators. 310,000 compounds, 0.32% hits;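 active = every replicate shows inhibition above about 80%, whatever the replicate mean, limit read from the data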;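 note: 0% = DMSO neutral controls and 100% = 20 µM radicicol positive controls; yeast relying on Plasmodium falciparum Hsp90 in place of its own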
PKA-R1A activ – activators of PKA-R1A holoenzyme, primary screen, biochemical, fluorescence polarization, Cy5-IP20, bovine R1A, mouse PKAc. activation, % at 11.4 µM. PKA-R1A dissociation; scaled: DMSO 0%, 113 µM cGMP 100%. cAMP-dependent protein kinase type I-alpha regulatory subunit (Bos taurus) + …. 340,000 compounds, 0.083% hits;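 active = percent activation above the mean of all tested compounds plus 3 SD, cut at about 19% in these data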;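 note: higher means more PKAc released from R1A so a rise in polarization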
OPRM1-OPRD1 inv – inverse agonists of MOR-DOR heterodimerization, primary screen, cell-based, luminescence; Mu-type opioid receptor (Homo sapiens) + Delta-type opioid receptor (Homo sapiens), …; cell-based MOR-DOR heterodimer luminescence, inverse agonism; inhibition, % at 9.3 µM; 340,000 compounds, 0.21% hits; AID 504357, 2011; in the data active = inhibition above about 22%, passing the limit was not always enough;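 note: 0% = cells with DMSO and 100% = wells without cells with DMSO; values of inactives mirror those of a sister screen read the other way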
E coli growth – E. coli V3065 growth inhibition, primary screen, counter-screen for AddAB inhibitor project, absorbance, OD600 | 18 h | 330,000 compounds, 0.27% hits | inhibition, % at 11.9 µM;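 active = inhibition above the campaign's mean inhibition across all tested compounds plus 3 SD, cut at about 9.9% in these data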;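 note: uninfected addAB+ strain grown without phage in ampicillin broth; 0% = DMSO wells and 100% = ciprofloxacin 0.95 µg/ml wells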
MOR-DOR ag – agonists of OPRM1-OPRD1 heterodimerization, primary screen, cell-based, luminescence. 340,000 compounds, 0.3% hits. Mu-type opioid receptor (Homo sapiens) + Delta-type opioid receptor (Homo sapiens), …. activation, % at 9.3 µM. cells; in the data active = activation above about 18%;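 note: 0% = vehicle-treated cells and 100% = reference agonist; values of inactives mirror those of a sister screen read the other way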
* hit, by the source's call; · = not tested or not shown. Random draw from the library; any-hit rate near 2.2%.

nr	SMILES	SUMO Mot1 rescue	phage Ecoli inh	Tat transport	AddAB inh	HTR5A inv ag	PKA-R2B activ	PfHsp90 yeast 2	PKA-R1A activ	OPRM1-OPRD1 inv	E coli growth	MOR-DOR ag
1	Cc1ccccc1S(=O)(=O)N1C[C@H]2CON(C)[C@H]2C[C@H]1c1cccc(N2CCOCC2)c1	·	3.4	0	·	5	10	0	5	15	·	-3.2
2	Cc1ccc(Cl)c(NC(=O)COC(=O)c2ccccc2C(=O)c2ccc(Cl)c([N+](=O)[O-])c2)c1Cl	-9	2.6	-6	3.1	4	-11	1	-3	-11	0.2	2.1
3	CC1(C)C2([N+](=O)[O-])CN(CCO)CC1([N+](=O)[O-])CN(CCO)C2	-10	2.9	4	0.5	2	-6	-7	-5	13	0.5	-2.2
4	CCOC(=O)c1cc(C)sc1NC(=O)CSc1nnnn1C	-7	1.6	6	-0.6	-6	-5	0	5	7	-1.3	-1.4
5	CC(=O)N(C)C1(c2nnnn2CCOC(=O)Nc2cccc3ccccc23)CCCC1	5	3.6	-2	-0.2	-8	-10	3	-4	4	1.9	-0.8
6	Cc1cccc(NC(=S)NNC(=O)c2ccco2)c1	191	1.1	-11	0.7	21	-3	-20	-3	4	0.2	-0.8
7	NNC(=S)Nc1ccccc1Cl	-4	3.6	-8	0.8	3	-1	-22	0	-30	0.4	5.8
8	CC(C)(C)NC(=O)NC(=O)CN1CCN(C(c2ccccc2)c2ccccc2)CC1	4	1.3	2	1.6	0	-2	4	-11	-26	2.2	5.2
9	Cc1cc(C(=O)NCc2csc(-c3ccccc3)n2)no1	-4	4.2	1	-0.1	-19	-5	-13	-6	1	0.9	-0.2
10	NC(=S)Nn1c(CCC(=O)O)ccc1-c1ccccc1	10	2.0	-6	2.3	-13	5	17	10	-11	0.0	2.0
11	COc1cc2c(cc1OC)C(C)N(S(=O)(=O)c1cnc(Cl)c(Cl)c1)CC2 (stereo unspecified)	-10	·	0	2.7	3	0	8	-7	11	0.9	-2.0
12	COc1cccc(C(=O)NCC(c2cccs2)N2CCc3ccccc32)c1 (stereo unspecified)	-13	0.5	-7	3.8	-6	-4	-9	1	3	-1.4	-0.4
13	COc1ccccc1-c1nnc(-c2ccc(N3CCOCC3)cc2)o1	-20	2.2	-3	0.0	-10	0	15	-11	5	-1.4	-0.8
14	CCc1ccc(Nc2n[n+](-c3ccccc3)c(-c3c(Cl)cccc3Cl)s2)cc1	-17	4.4	13	8.1	-5	-12	-3	-9	-153	8.4	27*
15	O=C(NC1CC1)C1=C[C@@H](c2ccc3c(c2)OCO3)C[C@@H](OCc2ccc(CO)cc2)O1	4	1.4	5	1.1	-4	4	-19	5	5	-0.5	-0.8
16	O=C(Nc1nc(-c2cc(Cl)sc2Cl)cs1)c1ccccc1	129	4.0	3	1.0	-13	-14	·	2	-44	1.6	8.7
17	O=C(c1cccc(S(=O)(=O)N2CCCC2)c1)c1cccc(S(=O)(=O)N2CCCC2)c1	·	1.1	-14	-0.5	13	-2	-2	-8	-2	0.6	0.3
18	CCCCN(C(=O)c1cccc(S(=O)(=O)N(CC)c2ccccc2)c1)c1c(N)n(CCCC)c(=O)[nH]c1=O	·	2.5	4	·	22	-5	8	-7	20	·	-4.7
19	O=C(NCc1ccc(F)cc1)c1cc2c(cc1Cl)N1CCCCCC1=NS2(=O)=O	-4	0.4	-3	-0.9	21	-12	14	-2	1	0.7	-0.3
20	COc1ccc(C(=O)N2CCN(Cc3cc(OC)c(O)c(OC)c3)CC2)cc1OC	115	-1.3	-5	-0.6	0	-6	-9	-4	-6	-1.6	1.2
21	CCC(C)c1ccc(NC(=O)C2=CC=CN3CCS(=O)(=O)N=C23)cc1 (stereo unspecified)	-19	-1.0	2	2.5	2	-16	19	0	18	-0.6	-4.7
22	CCOc1ccc2nc(SCC(=O)Nc3ncccn3)[nH]c2c1	4	0.2	-11	3.1	-6	3	1	-3	14	2.0	-2.3
23	COCCNC(=O)C1CC(c2ccc(C(F)(F)F)cc2)=NO1 (stereo unspecified)	4	1.0	6	3.0	-17	5	·	-1	14	0.5	-2.5
24	O=C(Nc1ccc(Oc2ccccc2)cc1)c1cnc2n(c1=O)CCS2	113	2.4	6	2.6	1	-6	20	2	1	-1.0	-0.2
25	O=C(NNc1cccc(Cl)n1)Nc1ccc(Cl)cc1	-19	4.6	-2	1.9	-4	-4	·	1	10	0.2	-1.8
26	N#Cc1ccc(-c2ccc(OCC3CNC(=O)O3)cc2)cc1 (stereo unspecified)	17	1.3	3	2.9	2	-2	5	0	15	-0.9	-3.2
27	COc1ccccc1N1CCN(C(CNC(=O)C2CCCCC2)c2cccnc2)CC1 (stereo unspecified)	-12	0.5	-6	0.0	-15	6	-11	1	-3	-0.4	0.5
28	CC#CC[N+](C)(C)CCCCCC	2	-0.5	-5	-0.8	5	6	2	10	7	-0.3	-1.3
29	COC(=O)c1ccc(CN(C)S(=O)(=O)c2ccc(C)cc2)o1	-4	1.2	4	-0.4	-14	-4	10	-4	15	0.7	-2.7
30	COc1ccc(CNC(=O)C2CCN(S(=O)(=O)c3cccc4nsnc34)CC2)cc1	0	0.4	-6	0.8	23	4	-28	-4	7	1.9	-1.3
31	CCC(=O)NC(c1ccco1)c1cc(Cl)c2cccnc2c1OC (stereo unspecified)	-1	0.8	-20	0.3	-29	2	·	2	7	-1.0	-1.3
32	COc1ccc(NC(=O)c2cc(Br)ccc2Cl)c([N+](=O)[O-])c1	7	3.9	-9	1.9	-20	0	-3	-13	-8	-2.8	1.4
33	O=C(NCCN1CCOCC1)C1CCC(=O)N1C1CCCCC1 (stereo unspecified)	3	2.1	-1	2.3	6	-2	-16	6	14	0.1	-2.4
34	CCC(C)c1ccc(O)c(NC(=O)c2cncc(Br)c2)c1 (stereo unspecified)	-8	0.3	1	1.9	10	-10	-7	3	-48	1.2	8.1
35	O=C(N/N=C/c1ccc(OCc2cnc(Cl)s2)cc1)c1ccncc1	11	4.3	-16	1.2	3	2	9	-3	8	2.4	-1.5
36	NC(=NCCc1ccccc1)NS(=O)(=O)c1cccs1	-13	3.4	3	-1.3	13	-5	4	7	8	0.6	-1.2
37	COc1ccc(OC(C)C(=O)NCC2CCCO2)cc1 (stereo unspecified)	7	2.4	-6	-0.2	4	-1	-33	-7	-38	0.4	7.0
38	CCCn1c2ccccc2c2cnn(CC(=O)NCCCN3CCCCC3)c(=O)c21	-12	3.5	-1	1.2	1	-5	2	-5	-1	-1.4	0.3
39	COCCn1c(=O)[nH]c2cc(C(=O)Nc3cccc(C(C)=O)c3)ccc2c1=O	-4	·	-1	4.4	-1	-5	-33	-6	8	-0.9	-1.2
40	CCOc1ccc(NC(=O)C(=O)N/N=C/c2cccnc2)cc1	3	3.9	-5	1.1	-13	-3	0	1	14	-1.6	-2.6
41	Cn1c(=O)c(C(=O)NCCO)c(O)c2ccccc21	236	4.0	-6	5.0	10	-7	26	-2	11	-2.2	-2.8
42	Cc1ccc(NC(=S)c2nc3ccccc3s2)cc1	-4	0.2	-2	3.3	10	-2	-19	-3	-4	-2.2	0.7
43	Cc1ccc(CCP(=O)(O)CN2CCOCC2)cn1	-20	1.6	-4	3.8	-2	-7	3	-17	6	1.7	-1.1
44	COc1ccccc1NS(=O)(=O)c1cccc(C(=O)N2CCCCCC2)c1	·	1.5	-6	·	5	3	·	-8	-12	·	1.8
45	Cc1ccc(C(C(=O)NCc2ccco2)N(C(=O)Cc2cccs2)c2cccnc2)cc1 (stereo unspecified)	270	4.1	2	3.3	9	-4	-30	9	18	-1.0	-3.3
46	O=S(=O)(c1ccccc1)N1CCN(Cc2ccccc2)c2ccccc21	·	2.7	-3	·	10	-19	7	-1	9	·	-1.8
47	CCOc1ccc(-c2ccc(SCC)nn2)cc1	132	2.4	-1	0.5	0	-4	40	-8	-21	-1.4	4.1
48	CC1(C)OC(=O)N(CCc2ccccc2)C1(C)O (stereo unspecified)	-8	2.2	-1	-0.7	0	-4	6	-10	1	-3.6	-0.2
49	CCCCCCSC1=C(C#N)C(=O)NC2(CCCCC2)S1	-2	3.7	7	3.5	-6	3	29	1	10	-2.1	-1.6
50	COc1ccc(C(=O)N(c2ccccc2)C2C=CS(=O)(=O)C2)cc1 (stereo unspecified)	-9	0.6	-13	0.7	-1	-18	12	-6	9	-0.7	-1.5

Next compounds.
nr	SMILES	SUMO Mot1 rescue	phage Ecoli inh	Tat transport	AddAB inh	HTR5A inv ag	PKA-R2B activ	PfHsp90 yeast 2	PKA-R1A activ	OPRM1-OPRD1 inv	E coli growth	MOR-DOR ag
51	Cc1cnc(NC(=O)C2(c3ccccc3)CC2)s1	-3	5.0	3	1.7	-6	-4	6	4	-9	-0.7	1.7
52	COc1ccc(S(=O)(=O)CCC(=O)N2CCN(c3ccc(C(C)=O)cc3)CC2)cc1	-11	0.0	-4	0.4	0	6	-20	-11	-1	1.9	0.2
53	Cn1nc(C(=O)NNC(=O)c2cccc(Cl)c2)ccc1=O	20	0.7	-8	-3.4	-15	0	-3	9	17	-2.0	-3.5
54	COC(=O)C1(C(F)(F)F)N=C2Sc3ccccc3N2C(N2CCOCC2)=N1 (stereo unspecified)	-9	1.9	2	-1.4	-17	0	20	-12	0	-3.4	0.0
55	CCN(C(=O)c1cc([N+](=O)[O-])ccc1NCc1cccnc1)c1ccccc1	19	2.9	-1	-0.2	12	0	3	7	-7	-0.3	1.4
56	COc1ccc(-c2nn(-c3ccccc3)cc2/C=C/C(=O)NCCCn2ccnc2)cc1OC	2	2.4	8	3.9	12	-2	-18	-9	16	1.5	-3.5
57	N=c1c2c3c(sc2ncn1CCN1CCOCC1)CCCC3	-11	2.9	-8	1.7	-2	2	·	5	13	1.6	-2.2
58	COC1CCCN(C(=O)c2cccc(OC3CCN(S(=O)(=O)N(C)C)CC3)c2)C1 (stereo unspecified)	-12	-2.7	-5	0.9	0	-17	10	-5	19	-0.4	-3.8
59	C=C(C)c1cccc(C(C)(C)NC(=O)Nc2cc(C)ccc2OC)c1	-5	2.5	2	3.9	-2	3	2	2	-15	2.3	2.9
60	O=C(N/N=C/c1ccco1)c1ccc(NC(=O)c2ccc(Cl)cc2)cc1	28	2.1	-8	0.8	-5	-2	-15	-1	-7	4.2	0.8

Screening results as filed in PubChem BioAssay.
